Source: PubChem BioAssay
GC-A act – GC-A (human) enzyme activation | activation, % at 10 µM | 370,000 compounds, 0.14% hits | HEK293 GC-A cells, cGMP TR-FRET, EC30 ANP; 0% at EC30 ANP, 100% saturating ANP | P16066; in the data active means activation above about 40%
Target sequence (P16066 whole entry, looked up): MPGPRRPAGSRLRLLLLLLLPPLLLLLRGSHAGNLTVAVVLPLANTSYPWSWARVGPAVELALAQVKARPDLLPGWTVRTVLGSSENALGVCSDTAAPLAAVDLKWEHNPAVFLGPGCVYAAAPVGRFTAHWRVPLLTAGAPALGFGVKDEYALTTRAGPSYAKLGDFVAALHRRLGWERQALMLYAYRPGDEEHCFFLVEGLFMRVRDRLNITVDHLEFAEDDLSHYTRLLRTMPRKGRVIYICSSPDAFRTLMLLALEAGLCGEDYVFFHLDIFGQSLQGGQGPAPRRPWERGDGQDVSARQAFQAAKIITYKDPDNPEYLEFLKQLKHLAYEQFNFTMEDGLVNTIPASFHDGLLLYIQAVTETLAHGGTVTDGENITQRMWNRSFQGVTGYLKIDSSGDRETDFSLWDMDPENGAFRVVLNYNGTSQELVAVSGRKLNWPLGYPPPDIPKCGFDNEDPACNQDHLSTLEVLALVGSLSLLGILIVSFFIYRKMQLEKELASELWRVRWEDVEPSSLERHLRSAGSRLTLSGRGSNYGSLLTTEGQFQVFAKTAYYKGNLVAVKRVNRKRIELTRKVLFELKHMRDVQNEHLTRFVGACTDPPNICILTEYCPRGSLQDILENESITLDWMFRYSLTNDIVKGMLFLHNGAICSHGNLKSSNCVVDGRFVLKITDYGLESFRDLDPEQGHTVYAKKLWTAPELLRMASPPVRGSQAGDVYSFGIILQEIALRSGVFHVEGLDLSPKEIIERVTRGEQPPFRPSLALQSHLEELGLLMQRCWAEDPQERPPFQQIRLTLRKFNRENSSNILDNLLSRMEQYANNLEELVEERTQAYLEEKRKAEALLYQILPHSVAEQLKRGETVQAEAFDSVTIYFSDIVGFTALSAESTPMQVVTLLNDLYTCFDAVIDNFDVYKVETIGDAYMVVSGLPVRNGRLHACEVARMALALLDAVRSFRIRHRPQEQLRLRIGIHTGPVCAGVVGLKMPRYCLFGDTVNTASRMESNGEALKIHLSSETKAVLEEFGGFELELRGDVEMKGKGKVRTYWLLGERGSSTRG
ssDAF-12 act – activators of S. stercoralis DAF-12 nuclear receptor; HEK293 ssDAF-12/GRIP1 lit1-tk-luc reporter, luminescence; % of 3 µM dafachronic acid response; activation, % at 6.8 µM; 370,000 compounds, 1% hits; AID 652126;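 active means activation above the mean over all tested compounds plus 3 SD, cut at about 0.9% in these data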;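 further: 0% = DMSO-only wells and 100% = 3 µM delta7-dafachronic acid wells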
sPLA2-III inh – Inhibits HGIII-sPLA2 liposome hydrolysis, primary screen | Q9NZ20 | inhibition, % at 12.2 µM | AID 743126 | QFRET BODIPY PC-A2 liposome hydrolysis, fluorescence | 370,000 compounds, 0.56% hits;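 active means inhibition above mean plus 3 SD of compounds lying within the high and low control bounds, cut at about 19% in these data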;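 further: 0% = median of test compound wells and 100% = no enzyme DMSO wells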
KLK7 zymogen act – proKLK7 (human) activation, primary screen | 370,000 compounds, 0.9% hits | purified proKLK7, EDANS-DABCYL substrate fluorescence; 100% is mature enzyme control, 0% vehicle | activation, % at 7 µM | P49862;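 active means activation above the mean of all tested compounds plus 3 SD, computed per campaign excluding outliers beyond control limits, cut at about 13% in these data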
DAX1 inh-1 – inhibits human nuclear receptor DAX1 | P51843 | HEK293 Gal4-DAX1 luciferase reporter, luminescence | inhibition, % at 6.75 µM | 340,000 compounds, 0.99% hits | AID 504766;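 active means inhibition above the mean over all tested compounds plus 3 SD, cut at about 4.2% in these data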;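 further: 0% = DAX1-transfected cells with DMSO and 100% = empty-vector control cells with DMSO; inhibition shows as a rise in luminescence from relieved DAX1 repression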
SMARCA2 activ – increases SMARCA2 function in MMTV reporter cells. AID 652017. 370,000 compounds, 1% hits. activation, % at 9.1 µM. MG213 cells, MMTV-luciferase reporter, dexamethasone, overnight; in the data active means activation above about 7.8%;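 further: 0% = vehicle wells and 100% = reference activator wells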
hcDAF-12 act – activators of H. contortus DAF-12 nuclear receptor; HEK293 hcDAF-12 lit1-tk-luc reporter, luminescence; 0% DMSO, 100% Δ7-dafachronic acid; activation, % at 6.8 µM; 370,000 compounds, 1.4% hits;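 active means activation above the mean of all tested compounds plus 3 SD, cut at about 5.5% in these data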;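 further: 100% = response to 3 µM Δ7-dafachronic acid high control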
FXN GAA850 act – frataxin GAA850 promoter activation. HEK293 lucGAA850 FXN promoter luciferase reporter, 24 h; percent of 10 µM SAHA response. activation, % at 6 µM. 360,000 compounds, 0.56% hits. AID 540364;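 active means activation above the average of all compounds screened plus 3 SD, cutoff fixed separately per campaign, cut at about 7.5% in these data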;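 further: 0% = DMSO wells and 100% = 10 µM SAHA wells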
GC-B act – GC-B (human) receptor activation | P20594 | HEK293-GC-B cells, CNP EC30, cGMP TR-FRET; 0% at EC30 CNP, 100% saturating CNP | activation, % at 10 µM | 370,000 compounds, 0.11% hits | AID 1920062;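 active means activation at 10 µM reaching about 35% in either raw or pattern-adjusted values, limit read from the data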
DAX1 inh-2 – blocks DAX1 repression of SF-1 activated StAR promoter; HEK293T StAR-luciferase reporter, SF-1/DAX-1 repression relief; inhibition, % at 6.8 µM; 370,000 compounds, 1.1% hits; AID 652010;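 active means inhibition above the mean over all tested compounds plus 3 SD, cut at about 3.6% in these data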;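 further: 0% = DAX-1 cells with DMSO and 100% = cells lacking DAX-1 with DMSO; higher inhibition means more luminescence from relief of DAX-1 repression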
hgDAF-12 ag – activates the H. glycines DAF-12 receptor ligand-binding domain | HEK293 GAL4-hgDAF12 UAS-luciferase reporter, agonist luminescence; normalized to butyrate control | activation, % at 6.8 µM | 370,000 compounds, 1.8% hits | AID 687014;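 active means activation above a cutoff set at the mean of all screened compounds plus 3 SD, cut at about 10% in these data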;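 further: 0% = DMSO wells and 100% = sodium butyrate wells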
Active calls of the source: *; . = not tested or not shown.

Order of results – GC-A act	ssDAF-12 act	sPLA2-III inh	KLK7 zymogen act	DAX1 inh-1	SMARCA2 activ	hcDAF-12 act	FXN GAA850 act	GC-B act	DAX1 inh-2	hgDAF-12 ag
CCOc1ccc(S(=O)(=O)NCc2ccc(Cl)cc2)c2cccnc12
 : -2	-0.1	1	2.6	0.4	-4	-1.8	3.6	1	0.5	-1.2
O=C(OCc1ccccc1Cl)c1cc([N+](=O)[O-])ccc1N1CCOCC1
 : -11	-1.3	-8	-0.3	0.5	-4	-1.5	3.1	1	-1.4	-1.9
CCOc1cc(CN2CCN(c3cccc(C(F)(F)F)c3)CC2)ccc1OC
 : 0	-1.3	11	-0.1	0.0	-1	-0.3	-2.0	4	-0.7	-0.5
CN1CCCCc2c1nc1ccccc1c2N (tested in a mixture with another compound)
 : 8	-0.1	-2	-1.1	1.3	2	5.0	-2.5	2	-0.2	-0.2
Cc1nn(C)cc1/C=N/NC(=O)c1ccc2c(c1)OCO2
 : -1	-0.6	0	0.2	1.5	2	-1.4	4.2	3	0.1	2.7
NC(=O)c1ncc(C(F)(F)F)cc1Oc1ccc(C(F)(F)F)cc1
 : -1	-0.1	-3	0.1	-0.3	-2	-1.4	-0.2	4	0.8	-0.1
CCCCC(=O)Nc1ccccc1N1CCN(c2ccccc2)CC1
 : 0	-1.2	-3	-0.1	-0.3	-2	0.5	3.3	0	-0.8	2.3
Cc1nn(C)cc1/C=N/O
 : 1	-1.3	5	0.2	0.1	5	1.7	-3.1	2	0.2	-0.8
COc1ccc(NC(=S)Nc2ccc(S(N)(=O)=O)cc2)c(OC)c1
 : -2	0.0	5	0.1	0.0	0	1.4	0.4	-4	0.1	1.9
CN1CCN(c2ccccc2/C=N/NC(=O)c2cccnc2)CC1
 : 3	0.0	-3	0.9	-0.4	-1	2.1	0.4	-6	-0.1	-2.2
Cc1ccc(C(=O)NC2CCN(CC(=O)NCc3cccs3)CC2)cc1
 : 2	-1.0	-1	0.3	1.0	-2	-0.4	-3.3	-1	1.6	-0.7
O=C(Nc1ccc(S(=O)(=O)Nc2ncccn2)cc1)c1ccccc1
 : 2	-1.3	8	0.0	-0.8	-1	-2.1	1.8	1	-0.2	0.0
O=C(COC(=O)CC12CC3CC(CC(C3)C1)C2)Nc1cccnc1Cl
 : 0	-2.2	-6	0.0	0.4	1	-2.4	2.4	2	-0.7	1.2
O=C(NCCc1ccccc1)C1C(=O)Nc2ccccc2C(=O)N1C1CCCCC1 (stereo not given)
 : -1	-1.1	0	0.0	.	-3	-0.4	.	-5	0.6	-5.0
CCCNC(=O)c1nc2ncc(Br)cn2n1
 : -3	-0.5	5	-0.1	0.0	7	-1.1	1.9	5	0.1	-0.2
CCOP(=O)(OCC)c1nc(-c2cccc([N+](=O)[O-])c2)oc1N1CCCCC1
 : -6	-2.1	-2	-0.1	-0.8	2	-1.7	1.7	-2	-0.3	0.6
Clc1ccc(C2=C3CCCCn4c(-c5ccccc5)c[n+](c43)C2)cc1
 : 1	-0.2	2	-11	2.1	-2	-2.5	2.7	2	0.0	0.3
COc1ccc(-c2noc(-c3ccc(C)cc3)n2)cc1
 : -2	0.7	8	-0.9	3.4	7	3.2	2.3	-6	2.6	8.0
CC[C@]12c3[nH]c4ccccc4c3CCN1C(=O)C(CC(=O)NCCN1CCOCC1)C[C@@H]2C(=O)N1CCN(C(=O)C2CC2)CC1 (stereo not given in full)
 : 0	-1.7	-4	-0.1	1.1	3	-0.2	-0.5	6	1.8	0.5
O=C(O)c1ccccc1OCCOc1ccccc1C(=O)O
 : 0	-0.3	2	0.2	0.8	-3	1.7	-1.4	3	0.1	1.9
O=C(c1ccc(N2C(=O)CCC2=O)cc1)N1CCN(c2ccccc2)CC1
 : -1	-0.7	9	-0.8	-0.1	0	-1.8	-3.4	0	0.7	2.0
CSc1ncc(C(=O)Nc2cccc(Cl)c2C)c(C)n1
 : -3	-0.4	-5	0.6	1.4	0	-1.9	-2.4	2	-0.4	-1.9
Cc1ccc(CN2CCC(Oc3cccc(C(=O)NCc4cccnc4)c3)CC2)o1
 : 4	-0.9	-14	0.3	-0.4	-2	-1.4	-0.1	-5	-2.9	-1.6
O=C(C1CCN(S(=O)(=O)c2ccc(Cl)cc2)CC1)N1CCOCC1
 : -2	-0.8	0	-0.6	0.9	1	1.6	1.7	2	0.1	0.0
COc1ccc(/C(C)=N/N2CCOCC2)c(O)c1
 : -2	-0.2	14	-2.2	0.8	-5	-0.9	2.6	0	1.3	-1.4
Cc1ccc(N2CC(C(=O)NC3CCCCCC3)CC2=O)cc1 (stereo not given)
 : 3	-1.2	4	0.2	1.9	-3	-2.3	-0.1	3	0.2	-2.6
COc1ccc(NC(=O)CCN2CCN(S(=O)(=O)c3cc(Cl)ccc3OC)CC2)cc1
 : -1	-1.2	-12	0.8	-0.9	-1	0.4	-1.8	2	-0.2	-1.6
O=C(O)CCN1Cc2ccccc2C1=O
 : 1	-0.8	-6	0.0	1.3	2	0.5	3.7	8	0.5	3.1
COC(=O)Cc1cc(OC)c(OC)cc1S(=O)(=O)N(C)C
 : 0	-1.2	2	0.2	0.4	4	-2.0	0.2	1	0.2	3.2
Cc1ccc(NC(=O)CN(C)C(=O)c2ccc(Sc3nncn3C)c([N+](=O)[O-])c2)cc1
 : 3	-1.3	1	-0.4	-0.7	5	1.8	1.2	-1	-0.4	4.7
Cc1ccc(S(=O)(=O)N2CCOCC2)cc1NC(=O)COC(=O)c1cccc(Cl)c1Cl
 : -3	-1.0	-25	1.0	-0.6	2	-0.5	0.5	-1	0.5	0.6
C=CCOc1ccccc1/C=c1\sc2nc(-c3oc4ccccc4c3C)nn2c1=O
 : 2	-1.0	2	0.2	.	-5	-0.1	.	2	-0.1	-2.2
Cc1cc(C)c2c(n1)nn1c(C)c(CCC(=O)NCc3ccco3)c(C)nc21
 : 2	-1.4	2	15*	-0.8	-1	-0.7	0.7	0	-0.4	-1.2
CCOc1cccc(N(C(=O)CNC(=O)c2ccco2)C(C(=O)NCC2CCCO2)c2ccccc2)c1 (stereo not given)
 : -4	-1.4	3	-0.2	-0.8	-1	-1.4	-0.9	-2	-0.1	-3.4
O=C1NC(Cc2ccc(O)cc2)c2nc3cc(F)c(F)cc3c(=O)n2-c2ncccc21 (stereo not given)
 : -2	-1.0	8	0.3	0.2	-4	-1.6	0.6	4	-0.8	-0.6
CC(C)(C)c1ccc(C2=NC(=O)C(CC(=O)O)S2)cc1 (stereo not given)
 : 4	-0.6	-2	1.0	-0.3	-5	1.4	-1.9	1	0.0	0.3
CCOC(=O)[C@]12CCCCC/C=C\1N(Cc1ccc(OC)cc1)C(=O)[C@H]2CC(=O)NCCc1ccccc1OC
 : -4	-1.7	-2	0.1	.	-3	-2.7	.	-4	-0.5	-1.9
O=C(NCCN1CCOCC1)c1cccc(Br)c1
 : 4	-1.8	0	-0.1	0.1	-2	-1.1	0.8	-1	0.1	-0.9
Cc1ccc(C)c(N2CCN(C(=O)c3ccc(Cn4c(=O)[nH]c5ccccc5c4=O)cc3)CC2)c1
 : -7	-1.5	-19	-0.1	-1.0	-2	-2.2	-3.8	-5	-0.8	-2.2
Clc1ccccc1OCCn1nnc2ccccc21
 : 5	-0.8	-2	0.3	0.8	4	2.1	5.4	3	1.4	6.5
O=C(NC1CCCCC1)C(=S)N1CCCC1
 : -2	-1.5	3	-0.7	0.1	-4	1.2	1.1	-2	-0.8	2.2
CC(=O)Oc1ccc(C23c4ccccc4C2(OC(C)=O)c2cc(OC(C)=O)ccc23)cc1 (stereo not given)
 : 20	-1.4	-10	-23	0.2	-2	-1.6	1.5	26	-2.9	-3.5
Cc1ccc(C2CC(=O)C(C=NCCN3CCN(CC(=O)Nc4cc(C)cc(C)c4)CC3)=C(O)C2)cc1 (stereo not given)
 : 4	-0.8	-9	0.1	-0.1	1	-1.0	8.5*	0	0.8	0.2
CCCCCC/C(C)=C1/SC(=S)NC1=O
 : 3	-1.1	-7	-0.5	1.3	0	-1.1	-1.4	-1	1.1	3.6
CC(=O)Nc1ccc(/C=N/Nc2nc3ccccc3[nH]2)cc1
 : -12	-0.4	6	1.0	0.8	-1	1.4	3.7	-12	0.3	-0.1
CC(Cc1cccs1)NC(=O)CCCn1nnnc1CN1CCOCC1 (stereo not given)
 : 2	-0.7	-2	-0.2	0.1	-2	0.8	-0.2	-5	0.8	0.5
COC(=O)[C@]12CCCCC=C1N(Cc1ccc(Cl)cc1Cl)C(=O)[C@H](CC(=O)NCCc1ccccc1OC)C2
 : -5	-1.7	-11	0.4	.	-4	-1.5	.	-4	-0.8	-2.3
CCCCOC(=O)c1ccc(NC(=O)C(=O)NCCN(C)C)cc1
 : 2	-1.5	-6	-0.3	4.1	-2	-0.9	2.8	-1	0.7	1.1
CCCCNC(=O)C1CCCNC1=O (stereo not given)
 : 0	-0.9	6	5.0	0.6	-4	0.7	-3.0	5	0.7	-1.0
N#Cc1ccc(/C=C/C(=O)c2ccc3c(c2)OCO3)cc1
 : 0	-2.0	0	-0.2	-0.5	-2	-1.3	1.8	-3	-1.5	-1.5
Clc1ccc(-c2nc3ccc(Br)cn3c2Cc2ccccc2)cc1
 : 26	-0.5	1	0.0	0.7	2	0.6	1.8	28	2.6	9.1
COC(=O)C(O)(CC(=O)Nc1ccc(C)c(F)c1)C(F)(F)F (stereo not given)
 : 3	-1.6	3	0.7	0.6	-5	0.4	1.2	8	-0.1	0.1
O=c1cc(O)c(-c2ccccc2Cl)c(Cl)[nH]1
 : 5	-0.4	-1	0.2	0.7	-2	-1.7	-0.8	-1	-0.5	-1.2
Nc1cccc2cnccc12
 : -3	-1.3	5	-0.2	-0.4	-2	-0.2	0.8	5	-1.3	-3.4
O=C(CCCN1C(=O)c2ccccc2C1=O)Nc1nc2ccccc2[nH]1
 : -1	-0.1	0	-0.5	4.8*	-5	2.6	-0.1	-2	0.7	6.5
O=[N+]([O-])c1ccc(/C=N/N=C/c2ccc([N+](=O)[O-])o2)o1
 : 13	-0.8	1	0.2	-1.8	19*	2.6	-11	3	-1.3	-4.2
Cc1cc(C(=O)Nc2cccc3ccccc23)co1
 : 1	-1.0	1	0.6	0.7	-1	1.2	-1.0	-2	0.1	0.4
CC1=C(C(=O)N2CCOCC2)CC(CC(=O)NCCc2ccccn2)C(=O)N1Cc1ccccc1 (stereo not given)
 : -1	-1.4	2	0.0	.	-3	-0.7	.	-5	0.8	2.5
CC(C)(C)CNC(=O)C1(C)CCN1C(=O)Cc1ccc(-c2ccccc2)cc1 (stereo not given)
 : 4	-2.1	-12	0.0	.	-6	-1.4	-0.3	2	-3.6	-4.3
